Compound activity from PubChem BioAssay.
H1N1 NS1A inhibition – H1N1 influenza NS1A inhibitors, functional cell based assay (AID 504329). NS1A functional cell-based assay, percent inhibition; higher % means a stronger effect. hit rate 0.3% among 340,000. one-dose inhibition, % at 12.5 µM; IC50 in µM for titrated hits; in the data active = a potency from the dose series; inconclusive = inhibition above about 27% without an active follow-up result; also: strong numbers were not always called active
M. tuberculosis HTS – M. tuberculosis growth inhibition, HTS (AID 449762); M. tuberculosis H37Rv growth inhibition, 7H9 media; higher % means a stronger effect; inhibition, % at 25 µM, or IC50 in µM where a hit was titrated; hit rate 0.59% among 330,000; in the data active = a potency from the dose series; inconclusive = inhibition above about 70% without an active follow-up result;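 also: bacterial growth assessed after seven days of incubation; strong numbers were not always called active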
tuberculosis growth – growth inhibition of non-replicating M. tuberculosis (AID 488890) | inhibition, % at 25 µM; hits with a dose series show IC50 in µM | hit rate 0.39% among 320,000 | Mycobacterium tuberculosis non-replicating, growth inhibition; higher % means a stronger effect; in the data active = a potency from the dose series; inconclusive = inhibition mostly from about 82% at the one dose, without a potency; inactive = the rest, 99 in 100 with inhibition below about 76%;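 also: plate controls were DMSO cells for no effect and high antibiotic wells for full effect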
PhoP GFP inhibition – PhoP regulon inhibitors, Salmonella typhi PhoP promoter GFP reporter, confirmatory (AID 1850). hit rate 0.33% among 310,000. one-dose inhibition, % at 50 µM; IC50 in µM for titrated hits. Salmonella Typhi PhoP-promoter GFP reporter, fluorescence, 4 h; higher % means a stronger effect; in the data active = a potency from the dose series; inconclusive = inhibition mostly from about 25% at the one dose, without a potency; inactive = the rest, 99 in 100 with inhibition below about 19%;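 also: 0% = induced wells with vehicle and 100% = uninduced wells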
inhibitors of VEEV – inhibitors of VEEV TC-83 cytopathic effect, confirmation, Vero cells (AID 588727); Vero cells, VEEV TC-83 cytopathic effect inhibition; higher % means a stronger effect; inhibition, % at 20 µM, or IC50 in µM where a hit was titrated; hit rate 0.13% among 350,000; in the data active = a potency from the dose series; inconclusive = inhibition mostly from about 14% at the one dose, without a potency; inactive = the rest, 99 in 100 with inhibition below about 12%; also: strong numbers were not always called active
inhibitors of VEEV 10K pilot screen – also measured in inhibitors of VEEV; calls as there; inhibition, %; measured here: 10K pilot screen inhibition
The depositor's hits bear a star; i = inactive; u = inconclusive; x = no result given.

SMILES | H1N1 NS1A inhibition | M. tuberculosis HTS | tuberculosis growth | PhoP GFP inhibition | inhibitors of VEEV | others
O=C(/C=C/c1ccc(Br)cc1)NC(=S)Nc1ccc(S(=O)(=O)Nc2nccs2)cc1 | -4% | -5% | 20% | -22% | 1.8%
C=COCCNC(=S)Nc1ccccc1 | 0% | 0% | 8% | 5% | 2.4%
Cc1cc(C)c(NC(=O)CN2C(=O)CC(C)S(=O)(=O)c3ccccc32)c(C)c1 (configuration not stated) | -2% | 3% | -30% | 2% | 3.0%
O=C(OCC(=O)N1CCc2ccccc2C1)c1cccs1 | 2% | 3% | 79% | 2% | i
CCn1cc(C(=O)NCc2ccc(Cl)cc2)c(=O)c2cc(S(=O)(=O)N3CCOCC3)ccc21 | -3% | -7% | -8% | -1% | 4.6%
CC(C)N(CCCNC(=O)CC1Oc2ccccc2NC1=O)Cc1ccccc1 (configuration not stated) | -5% | 7% | x | -2% | i
O=S(=O)(/C=C/c1ccccc1)N1CCN(Cc2ccc3c(c2)OCO3)CC1 | -2% | 9% | 8% | 19% | 0.1%
CCc1ccc(C2=NN(CCC(=O)NCc3cccs3)C(=O)CC2)cc1 | 0% | 3% | 18% | 10% | 0.6%
CCOC(=O)C1CCCN(C(=O)CN2C(=O)NC(C)(c3ccc4ccccc4c3)C2=O)C1 (configuration not stated) | -3% | -4% | -5% | 3% | 1.7%
CCOc1ccccc1/C=C(/NC(=O)c1ccccc1)C(=O)N1CCCCC1 | 18% | 5% | 2% | 1% | 8.9%
COc1ccccc1NC(=O)C(=O)N/N=C(\C)CC(=O)Nc1ccc(OCc2ccccc2)cc1 | -7% | 25% | 30% | 2% | 4.1%
Cc1nc(N2CCN(c3ccccn3)CC2)c2c(C)c(C(=O)Nc3ccc(F)c(Cl)c3)sc2n1 | -1% | -2% | -11% | 2% | 12%
CC(=O)Nc1ccc(OCC(O)Cn2cnc3ccccc32)cc1 (configuration not stated) | -2% | 2% | 1% | 0% | 3.1%
C(=NN1CCCCCC1)c1ccc2ccccc2n1 | 13% | x | x | x | 1.6%
Cc1ccc(S(=O)(=O)NNC(=O)c2ccccc2-n2cccc2)cc1 | 26% | 1% | -18% | -2% | 1.5%
COc1ccc(N2CCN(C(=O)CCS(=O)(=O)c3ccc4c(c3)NC(=O)CO4)CC2)cc1 | 4% | 8% | 6% | 6% | 1.9%
COc1ccccc1NC(=O)CSc1nnc(-c2ccc(NC(C)=O)cc2)n1C | -6% | 6% | 6% | -2% | 2.2%
CCOc1cc(C2CC(=O)NC3=C2C(=O)C(C(=O)OC)C(C)C3)cc(Cl)c1O (configuration not stated) | 1% | 1% | 4% | -8% | i
Cc1cc(Cl)n2c(nc3cc(F)c(F)cc32)c1C#N | 7% | x | x | x | i
O=[N+]([O-])c1ccc(C[n+]2cccc(O)c2)cc1 | 10% | -1% | -20% | 3% | 0.3%
CCCc1cc(=O)oc2cc(OCC(=O)N3CCC(C(N)=O)CC3)ccc12 | -3% | -11% | -15% | 0% | 0.5%
CCN1C(=O)[C@H]2[C@@H](c3ccc(C)cc3)N3C(=O)N(c4ccc(OC)cc4)C(=O)[C@@]3(CC)[C@H]2C1=O | -10% | 6% | -13% | 19% | 0.9%
COc1ccc(NS(=O)(=O)c2cc(NC(=O)C3CCCO3)ccc2N2CCCCC2)cc1 (configuration not stated) | -1% | -3% | -2% | 2% | 1.3%
O=C(CCNc1cccc(C(F)(F)F)c1)c1ccco1 | -3% | u | u | -2% | 1.3%
O=C(Nc1ccc(Cl)cc1)c1ccc2nsnc2c1 | -13% | -6% | 6% | 18% | 3.5%

(continued)
SMILES | H1N1 NS1A inhibition | M. tuberculosis HTS | tuberculosis growth | PhoP GFP inhibition | inhibitors of VEEV | others
O=C(NCCCN1CCCC1=O)C1CCN(S(=O)(=O)c2cccc(C(F)(F)F)c2)CC1 | -5% | -10% | -14% | 5% | 2.7%
COc1ccccc1NC(=O)Nc1nc(CC(=O)Nc2ccc(N(C)C)cc2)cs1 | 27µM* | 5% | 59% | 6% | 9.3%
Cc1c2ccncc2cc2c1[nH]c1ccccc12 | -16% | x | x | x | i
NC(=O)CC(NC(=O)Cc1ccc(Cl)cc1)c1ccc(NCCOc2ccccc2)c([N+](=O)[O-])c1 (configuration not stated) | 0% | -6% | 1% | 2% | i | inhibitors of VEEV 10K pilot screen=0.1
Cc1ccc(C(=O)Nc2ccc(CN3CCCCC3)cc2)c(C)c1 | 5% | 6% | 18% | -5% | i
O=C(CCC(=O)c1ccc(Br)cc1)Nc1ccc(F)cc1 | -22% | 6% | 77% | -10% | i
COc1ccc2oc(C(=O)Nc3nc(C)cs3)c(C)c2c1 | 0% | 6% | 23% | x | 2.7%
CCCCCCCCCCCCN1C(=O)CSC1c1cccnc1 (configuration not stated) | 0% | 9% | 46% | 9% | 4.0%
C[C@H](NS(=O)(=O)c1ccc(Cl)cc1)C(=O)OCC(=O)NCCc1ccc(S(N)(=O)=O)cc1 | -11% | x | x | x | 1.9%
COC(=O)CSc1ncnc2c(C)csc12 | x | 6% | u | 7% | i
CC(C)c1ccc(NC(=O)[C@H](Cc2c[nH]c3ccccc23)NC(=O)[C@@H]2Cc3ccccc3CN2)cc1 | 10% | 41% | 49% | 17% | 5.1µM*
O=C(O)C1=C[C@@H](c2csc3ccccc23)C[C@@H](OCc2ccc(CO)cc2)O1 | 1% | 2% | 43% | -4% | i
Cc1[nH]n(C2=NCCS2)c(=O)c1N=Nc1ccccc1 | -9% | u | u | -6% | 3.6%
CCc1cc2cc(C(=O)Nc3ccccc3F)sc2s1 | -16% | 2% | 46% | 4% | 1.0%
Cc1cc(C(=O)NCc2cc(C)n(C)n2)sc1-c1ccccc1 | -2% | x | x | 3% | i
COc1ccc(CCNc2oc(-c3ccccc3OC)nc2C#N)cc1OC | -19% | 0% | 8% | 2% | 11%
CCOc1ccc(NCc2nnc(SCc3ccc(Cl)cc3)n2-c2ccccc2)cc1 | 6% | u | 47% | -7% | 0.7%
Cn1ncc(Cl)c1C(=O)N1CCN(c2ccccc2)CC1 | -10% | 5% | -7% | 1% | 2.9%
CC(=O)Nc1cccc(-c2nnc(-c3ccccc3)o2)c1 | 3% | -4% | 21% | -9% | 6.8%
CCCC(=O)Nc1cccc(-c2cn3ccsc3n2)c1 | 0% | -3% | -1% | 2% | 5.4%
O=C(NCC1COc2ccccc2O1)c1ccc(Cl)c(S(=O)(=O)N2CCOCC2)c1 (configuration not stated) | -2% | 1% | 10% | x | 4.0%
CCN(CC)CCNC(=O)c1cc(Sc2nnc(C)s2)nc2ccccc12 | -9% | 3% | 4% | -5% | i
O=C(COC(=O)CCC1CCCCC1)Nc1ccc(OC(F)F)cc1 | 5% | 7% | 21% | 3% | 0.8%
CC(C)(C)c1ccc(CS(=O)(=O)CC2(O)CCN(C(=O)c3cccc(C(F)(F)F)c3)CC2)cc1 | 2% | -3% | 10% | 0% | 3.1%
CCCOc1ccc(N2C(=O)CC(NCC(=O)OCC)C2=O)cc1 (configuration not stated) | x | u | -3% | -6% | 0.2%

Arranged by formula weight (ascending): some entries from above.
SMILES | H1N1 NS1A inhibition | M. tuberculosis HTS | tuberculosis growth | PhoP GFP inhibition | inhibitors of VEEV | others
C=COCCNC(=S)Nc1ccccc1 | 0% | 0% | 8% | 5% | 2.4%
C(=NN1CCCCCC1)c1ccc2ccccc2n1 | 13% | x | x | x | 1.6%
CC(=O)Nc1cccc(-c2nnc(-c3ccccc3)o2)c1 | 3% | -4% | 21% | -9% | 6.8%

Later entries:
SMILES | H1N1 NS1A inhibition | M. tuberculosis HTS | tuberculosis growth | PhoP GFP inhibition | inhibitors of VEEV | others
COc1ccc(N2C(=O)CCC(C(=O)c3ccccc3)=C2C)cc1 | 2% | -5% | 13% | 0% | 0.7%
CCCN(Cc1nnc(-c2ccccc2Cl)o1)C(=O)c1oc2ccccc2c1C | -6% | 1% | x | 0% | 8.8%
COCCNC(=O)CSc1nccn1Cc1ccc2c(c1)OCO2 | -4% | -2% | 8% | 4% | 0.2%
NNc1nc(-c2ccccc2)cc(-c2ccc(Br)cc2)n1 | -14% | 1% | 38% | -7% | 7.9%
O=C(NC1CCN(CC(=O)N(c2ccccc2)c2ccccc2)CC1)c1ccc([N+](=O)[O-])cc1 | 7% | 2% | 21% | -1% | 1.6%
CC(C)C(=O)Nc1nc(-c2ccc([N+](=O)[O-])cc2)cs1 | 4% | 3% | 36% | 11% | i
COc1ccc(S(=O)(=O)N2CCCCCC2)cc1C(=O)N1CCN(c2ccccc2O)CC1 | -3% | 17% | 19% | 1% | 7.9%
CC(C)c1ccccc1NC(=S)NN(Cc1ccccc1)c1ccccc1 | 5% | 15% | 68% | 0% | 2.1%
COc1ccc(Br)c(C(=O)N(C)CC(=O)Nc2ccc(N3CCOCC3)cc2)c1 | -10% | -5% | -5% | 5% | 3.8%
Cn1c(N)c(C(=O)CSc2nn(-c3ccccc3)c(=S)s2)c(=O)n(C)c1=O | -12% | x | x | x | 10%
Cc1cccc(N2CN(Cc3cccnc3)CNC2=S)c1C | 12% | -6% | -10% | -26% | i
c1ccc(-n2ncc3c(NCc4ccco4)ncnc32)cc1 | -2% | -8% | 19% | -10% | 5.7%
Cc1ccc(NC(=O)c2ccccc2[N+](=O)[O-])nc1 | 0% | -3% | -19% | -2% | i
CN(Cc1ccccc1)c1oc(-c2ccco2)nc1C#N | -7% | 2% | 15% | -3% | 10%
CC1(C)N(O)CC(c2cccs2)=[N+]1[O-] | -14% | 2% | 6% | -3% | i
Cc1ccc(Cl)c2c(N=Nc3ccccc3)c(O)[nH]c12 | 11% | -3% | -13% | -26% | i
Cc1ccc(NC(=O)CSc2nnc(CNC(=O)C34CC5CC(CC(C5)C3)C4)n2-c2ccc(F)cc2)cc1 | -14% | 9% | 8% | -5% | i
CC(=O)c1cnc2ncnn2c1C | 0% | 1% | -3% | 4% | i
Cc1cc(C(=O)NC2CC(C)(C)Cc3c2cnn3-c2cccc(F)c2)n(C)n1 (configuration not stated) | -8% | u | 22% | -8% | 8.2%
Cc1ccc(Cn2nc3c(cc2=O)CCc2ccccc2-3)cc1 | 3% | 4% | 32% | 3% | 1.8%
COc1ccc(/C=C/C(=O)c2cc(F)ccc2OC(=O)c2ccc(OC)c(OC)c2)cc1OC | 3% | 15% | 35% | -12% | 2.6%
COc1ccc(NC(=O)N2CCN(c3nc(-c4cccc(OC)c4)cs3)CC2)cc1 | 21% | 18% | 39% | -8% | 0.8%
CC(NC(=O)Nc1ccc(Cl)cc1)C(c1cccs1)N1CCOCC1 (configuration not stated) | 4% | -5% | 2% | -2% | 3.7%
O=C(CNC(=O)c1ccccc1)OCc1cc(=O)n2cc(Br)ccc2n1 | 12% | 1% | 17% | 5% | 2.0%
COC(=O)c1cccc(NC(=O)CCN2C(=O)C3CC=CCC3C2=O)c1 (configuration not stated) | 1% | 0% | 2% | x | 1.3%

Pulled by compound from the list above:
SMILES | H1N1 NS1A inhibition | M. tuberculosis HTS | tuberculosis growth | PhoP GFP inhibition | inhibitors of VEEV | others
Cc1cc(C(=O)NC2CC(C)(C)Cc3c2cnn3-c2cccc(F)c2)n(C)n1 (configuration not stated) | -8% | u | 22% | -8% | 8.2%
Cc1ccc(NC(=O)c2ccccc2[N+](=O)[O-])nc1 | 0% | -3% | -19% | -2% | i
CC(C)c1ccccc1NC(=S)NN(Cc1ccccc1)c1ccccc1 | 5% | 15% | 68% | 0% | 2.1%

Next records follow.
SMILES | H1N1 NS1A inhibition | M. tuberculosis HTS | tuberculosis growth | PhoP GFP inhibition | inhibitors of VEEV | others
Cn1nnnc1Sc1ncnc2scc(Br)c12 | 4% | u | u | x | u
C#C[C@]1(O)CCC2C3CCC4=CC(=O)CC[C@@H]4C3CC[C@@]21C (some centres not stated) | -7% | 0% | -10% | -4% | 4.8%
O=C(COc1ccccc1Br)Nc1ccccc1C(F)(F)F | -14% | 12% | 68% | -3% | i
Cc1nc2c(c(=O)n1CCC(C)C)c1nc3ccccc3nc1n2Cc1ccc2c(c1)OCO2 | x | -1% | -10% | 2% | x
Cc1ccc(/C=C(/C#N)c2nc(CCN3C(=O)c4ccccc4C3=O)cs2)cc1 | -6% | -6% | -4% | -2% | 1.7%
CC(=O)N1CCCc2cc(S(=O)(=O)NCc3ccc(C)cc3)ccc21 | 7% | 1% | -1% | 3% | i
COc1ccc(CNc2nc(-c3cccnc3)nn2C(=O)c2ccco2)cc1 | -2% | -2% | -2% | 4% | 1.0%
O=C(NCc1ccon1)C1CCC(=O)N(CCc2ccc(Cl)cc2)C1 (configuration not stated) | -11% | -6% | -27% | 6% | 7.6%
COc1ccc(CCNC(=O)CN(Cc2ccc(Cl)cc2)S(C)(=O)=O)cc1OC | -11% | 1% | -1% | 0% | i
